sEH inhibitor: soluble epoxide hydrolase (human) inhibition; recombinant human sEH enzymatic activity assay; 0.34% of 91,000 active; inhibition, % at 2 µM; P34913; in the data active means inhibition above about 80%; further: values of inactives mirror those of a sister screen read the other way; many of its hits are not listed in these tables
S1P2 antag: blocks the human S1P2 receptor; inhibition, % at 5 µM; O95136; 0.21% of 97,000 active; cell-based S1P2 antagonist assay, inhibition at 5 uM; in the data active means inhibition above about 45%;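 further: CRE beta-lactamase reporter cells expressing human S1P2 stimulated with S1P; 0% = agonist at EC80 alone and 100% = agonist plus reference antagonist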
Target sequence (O95136 whole entry, looked up): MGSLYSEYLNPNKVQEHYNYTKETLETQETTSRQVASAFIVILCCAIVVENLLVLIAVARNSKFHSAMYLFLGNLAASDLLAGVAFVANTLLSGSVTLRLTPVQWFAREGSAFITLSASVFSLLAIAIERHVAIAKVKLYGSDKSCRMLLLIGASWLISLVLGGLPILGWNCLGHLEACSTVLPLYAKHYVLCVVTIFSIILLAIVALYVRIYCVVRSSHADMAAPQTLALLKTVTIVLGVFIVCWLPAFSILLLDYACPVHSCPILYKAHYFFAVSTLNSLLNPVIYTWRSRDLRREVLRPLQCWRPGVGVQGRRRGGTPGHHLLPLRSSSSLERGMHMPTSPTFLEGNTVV
PostGolgi yeast: growth inhibition of a yeast mutant, post-Golgi transport screen; post-Golgi transport phenotypic cell assay; inhibition, % at 10 µM; AID 739; 0.9% of 98,000 active;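 further: yeast cells grown in 1536-well plates; yeast grown about 18 h at 30C before absorbance read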
CYP2C19 activ: cytochrome P450 2C19 (human) activation; P33261; recombinant CYP2C19, luciferin-H EGE luminescence; stronger effect = higher value; 0 = fully inhibited enzyme, 1 = untreated enzyme; activation factor at 5 µM; 96,000 tested, under 10 active;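 active means activation factor of at least 2 at 5 µM in the primary screen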;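 further: 0 = wells with 2.5 mM tranylcypromine and 1 = vehicle-only wells; values of inactives mirror those of a sister screen read the other way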
DAT uptake mod: human DAT dopamine uptake with cocaine, either direction | Q01959 | LLC-PK1 hDAT cells, [14C]-dopamine uptake with cocaine IC80; actives deviate in either direction | B-score at 10 µM | 1.3% of 110,000 active | AID 449768;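 active means Z score or B-score, a plate-position-corrected score, falls beyond the plate's 99.7% confidence bounds, in either direction; inactive means both scores lie inside the 99.7% bounds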;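 further: scored against the spread of the other compound wells on the same plate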
Target sequence (Q01959 whole entry, looked up): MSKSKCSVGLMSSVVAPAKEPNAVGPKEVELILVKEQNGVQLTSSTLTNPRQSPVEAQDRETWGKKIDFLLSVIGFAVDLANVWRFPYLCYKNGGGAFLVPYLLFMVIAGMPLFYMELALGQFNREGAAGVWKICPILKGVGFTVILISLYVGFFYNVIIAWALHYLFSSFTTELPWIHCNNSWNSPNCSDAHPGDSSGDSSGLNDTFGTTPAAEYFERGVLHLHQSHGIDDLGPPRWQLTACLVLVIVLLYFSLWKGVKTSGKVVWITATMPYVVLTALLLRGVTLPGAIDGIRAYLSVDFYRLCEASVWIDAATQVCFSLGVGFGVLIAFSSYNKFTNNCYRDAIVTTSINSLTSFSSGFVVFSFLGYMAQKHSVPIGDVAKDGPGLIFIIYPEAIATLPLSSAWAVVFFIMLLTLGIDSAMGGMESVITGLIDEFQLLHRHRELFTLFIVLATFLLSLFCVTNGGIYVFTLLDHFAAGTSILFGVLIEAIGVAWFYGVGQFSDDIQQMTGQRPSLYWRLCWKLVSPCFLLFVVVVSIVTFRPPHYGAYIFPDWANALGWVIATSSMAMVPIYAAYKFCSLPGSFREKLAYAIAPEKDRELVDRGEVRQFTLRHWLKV
S1P2 agonist: agonists of human S1P2 receptor. 0.46% of 97,000 active. O95136. activation, % at 4.5 µM. S1P2-expressing cell line, agonist reporter read-out. AID 729; in the data active means activation above about 16%;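 further: 0% = vehicle low control and 100% = maximal reference agonist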
PostGolgi ctrl: inhibits growth of the yeast control strain. efflux-deficient yeast background strain, growth absorbance A615, 16 h. inhibition, % at 10 µM. 5% of 98,000 active. AID 738
CYP2C19 inhib: blocks human cytochrome P450 2C19 | 21% of 96,000 active | P33261 | CYP2C19 Supersomes, luciferin-H EGE luminescence, 30 min | inhibition, % at 5 µM;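 active means CYP2C19 inhibition above a set limit at 5 µM in the primary screen, cut at about 50% in these data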;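 further: plate controls were negative control wells for no effect and 2.5 mM tranylcypromine positive control for full effect; values of inactives mirror those of a sister screen read the other way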
sEH activator: soluble epoxide hydrolase (human) activation | AID 717 | activation, % at 2 µM | purified human sEH enzymatic activity, activator screen | 0.04% of 91,000 active; in the data active means activation above about 37%; further: values of inactives mirror those of a sister screen read the other way
An asterisk follows results filed as active; . = no result given. Unless noted, no stated cut-off is given here; in the data, active means inhibition above about 30%; inactive means the rest.

Second line of a record: sEH inhibitor | S1P2 antag | PostGolgi yeast | CYP2C19 activ | DAT uptake mod | S1P2 agonist | PostGolgi ctrl | CYP2C19 inhib | sEH activator
CC1CCCN(C(=O)CSc2cnc3ccccc3n2)C1 (centres undefined)
  -5 | 5 | 3 | 0.5 | 1.2 | -6 | 15 | 50* | 8
CNc1oc(Cc2ccccc2)nc1S(=O)(=O)c1ccccc1
  -2 | -22 | 5 | 1 | -0.043 | -3 | 4 | 0 | 4
Cc1ccc2[nH]c3c(c2c1)CN(C(=O)CN(C)CC1OCCO1)CC3
  -12 | -2 | 13 | 0.8 | 0.051 | 8 | 19 | 23 | 16
CC1CCCCC1NC(=O)C(Cc1ccccc1)NS(=O)(=O)c1cccs1 (centres undefined)
  8 | -13 | -1 | 0.2 | -0.017 | -1 | 6 | 84* | -6
COc1ccccc1N1CCN(C(=O)c2cc3c(-c4ccc(Cl)cc4)nn(C)c3s2)CC1
  3 | 6 | -1 | 0.3 | 0.54 | -6 | 16 | 74* | 0
CCOC(=O)N1CCC(N(CCOC)C(=O)Nc2ccc(CC)cc2)CC1
  . | . | -3 | 0.9 | 0.51 | . | 6 | 10 | .
COc1cc2cc(C(c3nnnn3C(C)(C)C)N3CCc4ccccc43)c(=O)[nH]c2cc1OC (centres undefined)
  3 | 19 | 18 | 1.1 | 1.4 | -8 | 1 | -5 | -6
CCC1CCC2(CC1)NC(CO)(CO)CO2 (centres undefined)
  . | . | 3 | 1 | -0.66 | . | -10 | 4 | .
N#CCC(=O)N/N=C/c1ccc(OS(=O)(=O)c2ccccc2)cc1
  11 | 0 | -5 | 0.8 | 1.2 | -6 | 4 | 20 | -10
CN1CCN(c2nc(-c3cccs3)cc(C(F)(F)F)n2)CC1
  . | 28 | 3 | 1 | 0.034 | -3 | 0 | 0 | .
O=C(CN(c1ccc(Cl)c(C(F)(F)F)c1)S(=O)(=O)c1ccccc1)N1CCOCC1
  10 | 4 | -5 | 0.8 | -1.8 | -6 | 4 | 24 | -10
CC(C(=O)NCc1ccc2c(c1)OCO2)N(c1ccccc1)S(C)(=O)=O (centres undefined)
  0 | 20 | 0 | 0.6 | 0.72 | -1 | 9 | 38 | 1
Cc1ccccc1N1CCN(Cc2c[nH]c3ccccc23)CC1
  1 | 4 | 8 | 0.4 | 0.31 | -5 | -10 | 56* | 1
O=C(NCC1CCCO1)c1cccc(NC(=O)c2ccco2)c1 (centres undefined)
  0 | -11 | -5 | 1 | -0.11 | -2 | 17 | -4 | -5
COc1ccc(CC(=O)N2CCC(Nc3nc4ccccc4n3Cc3ccc(F)cc3)CC2)cc1
  5 | -12 | . | . | 2 | -11 | . | . | -5
O=S(=O)(Nc1nc2ccccc2nc1NCC1CCCO1)c1cccs1 (centres undefined)
  3 | 13 | 1 | 0.9 | 1.1 | -4 | 14 | 14 | -3
O=C1C2ON(c3ccccc3)C(c3ccncc3)C2C(=O)N1c1ccc(Br)cc1 (centres undefined)
  4 | 0 | 22 | 0 | -1.3 | -5 | 1 | 100* | -4
CCc1ccccc1N1CC23C=CC(O2)C(C(=O)OCC(C)C)C3C1=O (centres undefined)
  . | 8 | 5 | 0.6 | 0.54 | -3 | 2 | 42 | .
Cc1nnc2sc(-c3ccc(NC(=O)c4ccc(-c5ccc(Cl)cc5Cl)o4)cc3)nn12
  43 | 9 | . | . | 1.9 | 2 | . | . | -42
COC(=O)c1sc(NC(=O)CC(C)C)c(C(=O)OC)c1C
  2 | -18 | 15 | 0.4 | 0.27 | -3 | 27 | 59* | -3
Cc1cc(C)n(CC(=O)c2ccccc2)c(=O)c1C#N
  . | 10 | -5 | 0.9 | 0.037 | -3 | 11 | 5 | .
CNC(=S)Nc1ccc(Nc2ccccc2)cc1
  3 | -5 | -8 | 0.6 | 1.2 | -11 | 3 | 43 | -3
CN(CC(=O)Nc1ccncc1)S(=O)(=O)c1ccccc1
  -8 | -19 | 17 | 0 | -0.53 | -5 | 4 | 98* | 9
CCCOc1ccccc1-n1sc2c(c1=S)-c1cc(OC)cc3c1N(C(=O)C3=O)C2(C)C
  -10 | -28 | 1 | 0.4 | -2.4 | 0 | 0 | 62* | 11
Cc1ccc2c(CC(=O)NC3=NCCS3)coc2c1
  2 | 2 | -2 | 0.6 | -0.16 | -4 | 33* | 38 | 2
CCOc1ccc(-c2nnc3ccc(SCc4ccc(C(=O)OC)o4)nn23)cc1
  -7 | 2 | -3 | 0.4 | -0.18 | 4 | 14 | 65* | 8
O=C(c1ccco1)N1CCN(C(=O)C2CCCN(S(=O)(=O)Cc3ccccc3)C2)CC1 (centres undefined)
  0 | 12 | -2 | 0.9 | -0.12 | -1 | 4 | 8 | -2
O=C(O)CCNc1ccc2c(c1)OCCO2
  10 | -2 | -5 | 1 | -0.79 | -7 | 5 | 2 | -5
CCn1c(/C=C/c2cccc([N+](=O)[O-])c2)nc2ccccc2c1=O
  . | 3 | -3 | 0.9 | . | -7 | 12 | 12 | .
COc1ccc(-c2nc(C#N)c(NC(C)C)o2)cc1
  -6 | -8 | -2 | 0.1 | 0.0022 | -2 | 10 | 86* | 8
CCOCCCNC(=O)CN(Cc1ccc(Cl)cc1)S(C)(=O)=O
  3 | -17 | -7 | 0.9 | -0.085 | 1 | 8 | 13 | 0
Cc1cc(C)nc(N2CCC(C(=O)Nc3cccc(C(F)(F)F)c3)CC2)n1
  . | 18 | 2 | 0.7 | 0.28 | -4 | 23 | 32 | .
CC1(C)Cc2c(C#N)c(N3CCOCC3)nc(-c3ccccc3)c2CO1
  -22 | -19 | -3 | . | 0.63 | -2 | 25 | . | 22
COC(=O)c1ccccc1NC1c2ccccc2C(=O)N1c1cccnc1 (centres undefined)
  . | . | -7 | 0.8 | -0.076 | . | 27 | 23 | .
Cc1cc(C)c(S(=O)(=O)N(CC(=O)NCc2cccnc2)C2CCCCC2)c(C)c1
  11 | -1 | 2 | 0 | -0.47 | -1 | 27 | 99* | -10
COCCNC(=O)C(c1ccc(C)o1)N(C(=O)c1snc(C(N)=O)c1N)c1cccc(C)c1 (centres undefined)
  -10 | 11 | 4 | 0.9 | 0.82 | 0 | 3 | 6 | 7
COc1ccc(Cn2c(N)c(S(=O)(=O)c3cccs3)c3nc4ccccc4nc32)cc1
  7 | -9 | -4 | 0.9 | -0.89 | 11 | 5 | 7 | -6
COc1cc(NS(=O)(=O)c2ccc(NC(=S)NC(=O)C3CCCC3)cc2)nc(OC)n1
  24 | 3 | -2 | 1.1 | 0.41 | -1 | 2 | -6 | -23
Cc1ccc(NC2SC(=O)N(Cc3cccc(C(=O)O)c3)C2=O)cc1 (centres undefined)
  -10 | 16 | -2 | 1 | 1.2 | -13 | -1 | 4 | 14
CC(=O)Nc1ccc(NC(=O)CSCc2cnn(-c3ccccc3)c2-n2cccc2)cc1
  17 | 0 | 17 | 0.1 | 0.28 | -6 | -3 | 92* | -14
O=C(CCCCn1c(=O)c2ccccc2n(Cc2ccc(Cl)cc2)c1=O)NCc1ccco1
  13 | -11 | 5 | 0.8 | -0.0058 | -1 | 4 | 18 | -14
C=CCn1c(SCC(=O)c2ccc(OC)cc2)nnc1C(C)NC(=O)c1cccs1 (centres undefined)
  -7 | 3 | -9 | 1 | 0.62 | 1 | 15 | -2 | 8
COC(=O)c1ccccc1NC(=O)c1cccc(NC(=O)c2ccc(Br)o2)c1C
  7 | -12 | 17 | 0.6 | -0.021 | -7 | 15 | 35 | -6
CCOc1ccccc1NC(=O)Cn1cnc2c(cnn2-c2ccc(C)c(C)c2)c1=O
  . | 7 | -5 | 0.9 | -0.91 | -5 | 6 | 9 | .
CC(=O)Nc1ccc(-c2nc(C)c(C(C)=O)n2O)cc1
  2 | 18 | 4 | 1 | 0.75 | -4 | 2 | 5 | -3
CCSc1nc(=O)n(-c2ccccc2)c(C)c1C(C)=S
  -9 | -10 | . | . | -1.4 | 2 | . | . | 11
O=C(NCc1ccco1)c1cccnc1-c1nc2ccccc2s1
  -15 | -24 | -3 | 0.7 | . | 0 | 4 | 33 | 11
CC1CCCCC1NC(=O)c1nn(C)c(=O)c2ccccc12 (centres undefined)
  -26 | 5 | -1 | . | 1.2 | -2 | 6 | . | 22
C/C(=N\O)c1ccc(N2C(=O)C3CC=C(Cl)CC3C2=O)cc1 (centres undefined)
  -4 | 13 | . | . | -0.37 | 1 | . | . | 2
COc1ccc(C2C=C(c3cccs3)Nc3nc(CCCO)nn32)cc1 (centres undefined)
  7 | 37 | 9 | 0.8 | 0.47 | -14 | 45* | 18 | -7
N#Cc1ccc(OCCN2C(=O)NC3(CCSC3)C2=O)cc1 (centres undefined)
  1 | 5 | 10 | 1.1 | 0.25 | -4 | -7 | -9 | 1
Cc1nc2ccc(NC(=O)C(F)(F)F)cc2o1
  . | 17 | -14 | 0.8 | -0.9 | -6 | 8 | 19 | .
O=C(NCc1ccncc1)C1CCN(S(=O)(=O)Cc2ccccc2)CC1
  6 | -10 | 1 | 0.6 | -0.64 | 1 | 5 | 44 | -6
CC1(C)c2ccccc2N2CCC(=O)NC21/C=C/c1ccco1 (centres undefined)
  0 | 0 | 13 | 0.1 | -1.1 | -4 | 15 | 86* | 0
Cc1cc(NCC2CCCO2)n2c(nc3ccccc32)c1C#N (centres undefined)
  -1 | -49 | 21 | 1 | 0.68 | 5 | -5 | 4 | 3
Cc1ccc(C2=CSC3=NCCN23)c(C)c1
  5 | 18 | 12 | 0.4 | -0.04 | -7 | -2 | 56* | -5
CCN(CC)CC(=O)N(CC(=O)Nc1c(C)cc(C)cc1C)C1CCCCC1
  . | . | 1 | 0.9 | -0.74 | . | 3 | 5 | .
CCCCc1nc2ccccc2c(NC(=O)CN(CC)CC)c1CCC
  6 | -9 | 2 | 0.9 | 0.17 | -4 | 0 | 14 | -6
CCn1nc2cc(C(=O)NCc3cc(C(F)(F)F)cc(C(F)(F)F)c3)ccc2c1OC
  20 | -12 | -4 | 0.8 | 0.0075 | -3 | 3 | 25 | -19
Cc1cc(-c2nnc3sc(C4CCCCC4)nn23)n[nH]1
  -6 | -4 | 18 | 0.3 | -1.2 | -1 | 9 | 73* | 4

(next part)
Second line of a record: sEH inhibitor | S1P2 antag | PostGolgi yeast | CYP2C19 activ | DAT uptake mod | S1P2 agonist | PostGolgi ctrl | CYP2C19 inhib | sEH activator
CN(CC(CC(=O)Nc1nncs1)c1ccccc1)S(=O)(=O)c1ccc(Br)cc1 (centres undefined)
  -21 | -15 | 1 | 0.1 | 0.15 | -4 | 10 | 94* | 20
CN1CCN(CC(=O)N2c3ccccc3C(C)(c3ccc(Cl)cc3)CC2(C)C)CC1 (centres undefined)
  12 | -5 | 3 | 0.9 | -0.0037 | -4 | 39* | 6 | -13
Cn1c(=O)c(C#N)c(-c2ccccc2)n2cnnc12
  1 | 6 | -9 | 1.1 | -1 | -5 | -3 | -8 | -2
CCSc1nnc(NC(=O)c2cc3c(s2)CCCC3)s1
  . | . | 2 | 1 | -0.55 | . | 7 | 4 | .
COc1cc(C2CC(=O)N3CN(Cc4ccco4)CSC3=C2C#N)ccc1OCc1ccccc1 (centres undefined)
  -4 | 15 | 12 | 0.7 | 0.22 | -3 | 9 | 25 | 5
CSc1nc(-c2ccco2)nn1C(=O)CCc1ccccc1
  3 | -5 | -7 | 1.2 | 1 | -4 | -3 | -17 | -2
c1ccc(CCNc2ncnc3scc(C4COc5ccccc5O4)c23)cc1 (centres undefined)
  -17 | -21 | 2 | 0.4 | 0.36 | 1 | 43* | 57* | 14

Record cards (already shown). Values in the order: sEH inhibitor, S1P2 antag, PostGolgi yeast, CYP2C19 activ, DAT uptake mod, S1P2 agonist, PostGolgi ctrl, CYP2C19 inhib, sEH activator
CC(=O)Nc1ccc(NC(=O)CSCc2cnn(-c3ccccc3)c2-n2cccc2)cc1 is listed with 17, 0, 17, 0.1, 0.28, -6, -3, 92*, -14
Cc1ccc(C2=CSC3=NCCN23)c(C)c1 is listed with 5, 18, 12, 0.4, -0.04, -7, -2, 56*, -5

The order is random; any-hit rate near 24%.
